Screening data as filed in PubChem BioAssay.
GASC-1 inh = blocks human GASC-1 demethylase activity; GST-JMJD2C(1-420) H3K9me3 demethylation, DELFIA europium; Q9H3R0; hit rate 0.069% among 330,000; inhibition, % at 2.35 µM;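 active = more than half of a compound's replicate wells show inhibition beyond 50%, single wells judged on their own value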;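 also: signal counts dimethyl H3K9 product captured on neutravidin plate; 0% = median of DMSO wells and 100% = 0.3 times that DMSO median; strong numbers were not always called active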
AGP1 TOR yeast = alters AGP1-GFP fluorescence in TOR pathway yeast screen. S. cerevisiae AGP1-GFP multiplex flow cytometry, 3 h; GFP as percent of DMSO wells. GFP response vs DMSO, % at 10 µM. hit rate 0.02% among 320,000. AID 2066;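 active = GFP response relative to DMSO above a set limit, near screen average plus 3 SD, cut at about 150% in these data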;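 also: median GFP channel fluorescence of the gated AGP1 strain per well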
GRK2 aptamer HTS = inhibitors of human GRK2 displacing RNA aptamer; hit rate 0.59% among 330,000; inhibition of aptamer binding, % at 10 µM; P25098; bead flow cytometry, FAM-aptamer displacement from GRK2;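 active = inhibition of aptamer binding above 40%, roughly 3 SD of noise, on plates passing a quality check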;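 also: median bead fluorescence of bound FAM aptamer so fluorescent compounds give negative values; no value below 0 was filed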
MEP2 TOR yeast = alters MEP2-GFP fluorescence in TOR pathway yeast screen; GFP response vs DMSO, % at 10 µM; hit rate 0.51% among 330,000; AID 2016; S. cerevisiae MEP2-GFP strain, flow cytometry GFP, 3 h; 100% = DMSO control level;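 active = GFP response versus DMSO above a set limit, roughly screen mean plus 3 SD, cut at about 180% in these data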;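 also: median GFP fluorescence of the barcode-gated MEP2-GFP cells per well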
VLA-4 inh = inhibition in a human VLA-4 binding assay. VLA-4 expressing cells, ligand binding flow cytometry. inhibition, % (about 7 µM as worked out from the volumes in the protocol). hit rate 0.2% among 330,000. AID 2557; in the data active = inhibition above about 50%
Target sequence (P13612 whole entry, looked up): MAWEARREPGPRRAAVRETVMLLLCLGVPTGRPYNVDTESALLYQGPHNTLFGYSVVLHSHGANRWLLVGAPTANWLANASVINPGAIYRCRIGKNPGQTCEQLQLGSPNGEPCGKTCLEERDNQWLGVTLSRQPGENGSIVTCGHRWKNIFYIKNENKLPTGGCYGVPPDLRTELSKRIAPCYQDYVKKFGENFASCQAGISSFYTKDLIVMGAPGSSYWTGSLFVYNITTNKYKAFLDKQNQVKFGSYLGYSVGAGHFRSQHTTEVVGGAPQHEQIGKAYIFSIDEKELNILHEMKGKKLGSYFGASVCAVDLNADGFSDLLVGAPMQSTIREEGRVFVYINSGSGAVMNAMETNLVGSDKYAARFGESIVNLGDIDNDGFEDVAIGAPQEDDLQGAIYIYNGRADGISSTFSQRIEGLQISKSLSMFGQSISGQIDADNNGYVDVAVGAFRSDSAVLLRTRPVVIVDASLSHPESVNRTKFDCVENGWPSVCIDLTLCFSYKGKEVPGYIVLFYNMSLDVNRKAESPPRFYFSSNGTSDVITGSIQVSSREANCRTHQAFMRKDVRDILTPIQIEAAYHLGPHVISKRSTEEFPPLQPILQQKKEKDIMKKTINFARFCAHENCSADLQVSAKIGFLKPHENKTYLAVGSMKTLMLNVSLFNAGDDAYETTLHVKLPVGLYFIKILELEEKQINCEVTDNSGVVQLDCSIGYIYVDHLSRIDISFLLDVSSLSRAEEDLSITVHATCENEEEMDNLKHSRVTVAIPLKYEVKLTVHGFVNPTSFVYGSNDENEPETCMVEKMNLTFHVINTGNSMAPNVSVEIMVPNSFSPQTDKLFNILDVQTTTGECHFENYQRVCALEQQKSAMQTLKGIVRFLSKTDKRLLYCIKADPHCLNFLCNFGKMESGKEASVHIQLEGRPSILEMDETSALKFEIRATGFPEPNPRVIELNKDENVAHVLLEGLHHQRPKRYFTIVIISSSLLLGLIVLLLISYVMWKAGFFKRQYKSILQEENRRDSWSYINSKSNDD
LAP4 TOR yeast = alters LAP4-GFP fluorescence in TOR pathway yeast screen | AID 2023 | hit rate 0.34% among 320,000 | GFP response vs DMSO, % at 10 µM | S. cerevisiae LAP4-GFP multiplex, flow cytometry GFP, 3 h; median GFP as percent of DMSO wells;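 active = GFP response vs DMSO above a set limit, about the screen mean plus 3 SD, cut at about 150% in these data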
RPL19A TOR yeast = alters RPL19A-GFP fluorescence in TOR pathway yeast screen; hit rate 0.3% among 330,000; AID 2025; percent response vs DMSO, % at 10 µM; S. cerevisiae RPL19A-GFP strain, flow cytometry, 3 h; stronger effect = lower value;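 active = percent response vs DMSO below 50%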;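 also: median channel GFP fluorescence of the barcoded RPL19A-GFP strain; ratio of sample median GFP to plate DMSO average so 100% = DMSO; lower means less RPL19A-GFP as with rapamycin TOR inhibition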
CIT2 TOR yeast = yeast TOR pathway CIT2-GFP modulation; S. cerevisiae CIT2-GFP strain, flow cytometry, 3 h; 100 means same as DMSO wells; hit rate 0.065% among 320,000; GFP response vs DMSO, % at 10 µM;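 active = GFP response relative to DMSO above a set limit, near the screen mean plus 3 SD, cut at about 150% in these data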;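 also: ratio of well median GFP fluorescence to mean of DMSO wells on the plate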
* hit, by the source's call.

For O=C(NCC1OCCc2ccccc21)c1ccco1 (stereo unspecified) the results were GASC-1 inh 3, AGP1 TOR yeast 99, GRK2 aptamer HTS 2, MEP2 TOR yeast 95, VLA-4 inh -3, LAP4 TOR yeast 98, RPL19A TOR yeast 95 and CIT2 TOR yeast 107.
For C/C(=C\C(=O)c1ccccc1)NNc1nc2ccccc2s1 the results were GASC-1 inh 5, AGP1 TOR yeast 95, GRK2 aptamer HTS 1, MEP2 TOR yeast 97, VLA-4 inh 8, LAP4 TOR yeast 99, RPL19A TOR yeast 93 and CIT2 TOR yeast 94.
For Cc1cc(C)n(-c2nc3ccccc3nc2N2CCN(C(=O)c3ccccc3)CC2)n1 the results were GASC-1 inh 3, AGP1 TOR yeast 112, GRK2 aptamer HTS 3, MEP2 TOR yeast 100, VLA-4 inh 16, LAP4 TOR yeast 103, RPL19A TOR yeast 105 and CIT2 TOR yeast 110.
Screening COc1ccc(OCC(O)CN2C(=O)c3ccccc3C2=O)cc1 (stereo unspecified) returned GASC-1 inh -8, AGP1 TOR yeast 97, GRK2 aptamer HTS 1, MEP2 TOR yeast 100, VLA-4 inh -5, LAP4 TOR yeast 106, RPL19A TOR yeast 97 and CIT2 TOR yeast 97.
CC(=O)Nc1nc(=O)c2ccccc2s1 was read as GASC-1 inh 6, AGP1 TOR yeast 101, GRK2 aptamer HTS 0, MEP2 TOR yeast 104, VLA-4 inh 9, LAP4 TOR yeast 106, RPL19A TOR yeast 101 and CIT2 TOR yeast 100.
CCN(CC)C(=O)CSc1nc(COc2ccccc2)nc2ccccc12 was read as GASC-1 inh 0, AGP1 TOR yeast 103, GRK2 aptamer HTS 0, MEP2 TOR yeast 107, VLA-4 inh 12, LAP4 TOR yeast 110, RPL19A TOR yeast 104 and CIT2 TOR yeast 96.
`Cc1ccc(S(=O)(=O)c2cc3ccccc3oc2=Nc2ccc3c(c2)OCCO3)cc1` gave GASC-1 inh -3, AGP1 TOR yeast 97, GRK2 aptamer HTS 0, MEP2 TOR yeast 100, VLA-4 inh 17, LAP4 TOR yeast 93, RPL19A TOR yeast 99 and CIT2 TOR yeast 99.
For C=CCSC1=N/C(=C\C=C\c2ccco2)C(=O)S1 the results were GASC-1 inh -2, AGP1 TOR yeast 92, GRK2 aptamer HTS 21, MEP2 TOR yeast 96, VLA-4 inh 9, LAP4 TOR yeast 92, RPL19A TOR yeast 95 and CIT2 TOR yeast 102.
O=C(CN1C(=O)c2ccc([N+](=O)[O-])cc2C1=O)Nc1nccs1 was read as GASC-1 inh 7, AGP1 TOR yeast 99, GRK2 aptamer HTS 0, MEP2 TOR yeast 97, VLA-4 inh -5, LAP4 TOR yeast 96, RPL19A TOR yeast 97 and CIT2 TOR yeast 103.
For O=C(c1cccc(S(=O)(=O)Nc2ccccc2F)c1)N1CCN(c2ccccc2F)CC1 the results were GASC-1 inh 17, AGP1 TOR yeast 100, GRK2 aptamer HTS 2, MEP2 TOR yeast 94, VLA-4 inh -16, LAP4 TOR yeast 95, RPL19A TOR yeast 97 and CIT2 TOR yeast 100.
For NS(=O)(=O)c1ccc(CCn2c(=S)[nH]c3ccc(F)cc3c2=O)cc1 the results were GASC-1 inh -2, AGP1 TOR yeast 105, GRK2 aptamer HTS 0, MEP2 TOR yeast 113, VLA-4 inh -4, LAP4 TOR yeast 115, RPL19A TOR yeast 99 and CIT2 TOR yeast 101.
`CC(OC(=O)Cn1cnc2ccccc2c1=O)C(=O)NCc1ccccc1` (stereo unspecified) gave GASC-1 inh -1, AGP1 TOR yeast 112, GRK2 aptamer HTS 1, MEP2 TOR yeast 112, VLA-4 inh 0, LAP4 TOR yeast 101, RPL19A TOR yeast 104 and CIT2 TOR yeast 106.
Screening COc1ccc(-c2c(C)nc3c(-c4ccccn4)cnn3c2N)cc1 returned GASC-1 inh 4, AGP1 TOR yeast 96, GRK2 aptamer HTS 1, MEP2 TOR yeast 105, VLA-4 inh 0, LAP4 TOR yeast 101, RPL19A TOR yeast 103 and CIT2 TOR yeast 103.
`COc1cccc([C@@H]2CC=C(C(=O)O)[C@H](c3ccccc3)N2S(=O)(=O)c2ccc(C)cc2)c1` gave GASC-1 inh 7, AGP1 TOR yeast 92, GRK2 aptamer HTS 3, MEP2 TOR yeast 93, VLA-4 inh -6, LAP4 TOR yeast 94, RPL19A TOR yeast 92 and CIT2 TOR yeast 84.
`CCOC(=O)C1=C(N)Oc2cc(C)oc(=O)c2C1c1cccnc1` (stereo unspecified) gave GASC-1 inh -3, AGP1 TOR yeast 103, GRK2 aptamer HTS 2, MEP2 TOR yeast 109, VLA-4 inh 0, LAP4 TOR yeast 100, RPL19A TOR yeast 94 and CIT2 TOR yeast 106.
For Cc1c(N=C2N=C(NC(=O)c3cccs3)c3ccccc32)c(=O)n(-c2ccccc2)n1C the results were GASC-1 inh -8, AGP1 TOR yeast 107, GRK2 aptamer HTS 0, MEP2 TOR yeast 99, VLA-4 inh -100, LAP4 TOR yeast 105, RPL19A TOR yeast 97 and CIT2 TOR yeast 115.
`Cn1nc(-c2ccccc2)c2cc(C(=O)O)sc21` gave GASC-1 inh 4, AGP1 TOR yeast 95, GRK2 aptamer HTS 0, MEP2 TOR yeast 104, VLA-4 inh 11, LAP4 TOR yeast 101, RPL19A TOR yeast 100 and CIT2 TOR yeast 97.
For COc1ccc(S(=O)(=O)N2CCCC(C(=O)NC3CCCC3)C2)cc1OC (stereo unspecified) the results were GASC-1 inh -1, AGP1 TOR yeast 114, GRK2 aptamer HTS 0, MEP2 TOR yeast 109, VLA-4 inh 2, LAP4 TOR yeast 104, RPL19A TOR yeast 109 and CIT2 TOR yeast 109.
Cc1cc(C)c(C(=O)Nc2ccc(S(=O)(=O)Nc3ccccn3)cc2)c(C)c1 was read as GASC-1 inh 11, AGP1 TOR yeast 94, GRK2 aptamer HTS 0, MEP2 TOR yeast 108, VLA-4 inh 1, LAP4 TOR yeast 94, RPL19A TOR yeast 109 and CIT2 TOR yeast 99.
`O=c1[nH]cc(NCCc2ccccc2)c(=O)[nH]1` gave GASC-1 inh -13, AGP1 TOR yeast 99, GRK2 aptamer HTS 0, MEP2 TOR yeast 94, VLA-4 inh 4, LAP4 TOR yeast 100, RPL19A TOR yeast 95 and CIT2 TOR yeast 97.
Screening COc1ccc(C(=O)c2ccc(N(C)C)cc2)c(OC)c1 returned GASC-1 inh -2, AGP1 TOR yeast 99, GRK2 aptamer HTS 2, MEP2 TOR yeast 98, VLA-4 inh 6, LAP4 TOR yeast 97, RPL19A TOR yeast 98 and CIT2 TOR yeast 103.
For Cc1csc(NC(=O)CCC(=O)c2cccs2)n1 the results were GASC-1 inh 5, AGP1 TOR yeast 104, GRK2 aptamer HTS 0, MEP2 TOR yeast 110, VLA-4 inh 22, LAP4 TOR yeast 102, RPL19A TOR yeast 105 and CIT2 TOR yeast 106.
`COc1ccccc1NC(=S)N(Cc1ccccn1)Cc1ccccc1Cl` gave GASC-1 inh 30, AGP1 TOR yeast 105, GRK2 aptamer HTS 2, MEP2 TOR yeast 107, VLA-4 inh 6, LAP4 TOR yeast 109, RPL19A TOR yeast 103 and CIT2 TOR yeast 101.
CCOc1cc(N2CCOCC2)c(OCC)cc1NC(=O)COc1ncnc2ccc(Br)cc12 was read as GASC-1 inh 7, AGP1 TOR yeast 115, GRK2 aptamer HTS 0, MEP2 TOR yeast 108, VLA-4 inh -2, LAP4 TOR yeast 108, RPL19A TOR yeast 112 and CIT2 TOR yeast 115.
Screening COC(=O)C1C(c2ccc(OC)cc2)Nc2nnc(C(F)(F)F)n2C1(C)O (stereo unspecified) returned GASC-1 inh 3, AGP1 TOR yeast 95, GRK2 aptamer HTS 0, MEP2 TOR yeast 94, VLA-4 inh -5, LAP4 TOR yeast 96, RPL19A TOR yeast 94 and CIT2 TOR yeast 99.
Screening Cc1ccc(N/N=C/c2c(O)cc(C)oc2=O)cc1 returned GASC-1 inh 5, AGP1 TOR yeast 81, GRK2 aptamer HTS 1, MEP2 TOR yeast 100, VLA-4 inh 15, LAP4 TOR yeast 94, RPL19A TOR yeast 105 and CIT2 TOR yeast 132.
Screening COc1ccc2c(c1)OC[C@H]1[C@H]2N2C(=O)CN(Cc3ccc(F)cc3)C(=O)[C@@]2(C)[C@H]1c1ccccc1 returned AGP1 TOR yeast 95, GRK2 aptamer HTS 38, MEP2 TOR yeast 93, VLA-4 inh -5, LAP4 TOR yeast 98, RPL19A TOR yeast 96 and CIT2 TOR yeast 94.
CCCOc1ccc(C(=O)Nc2ccc(NC(=O)c3cccs3)cc2)cc1 was read as GASC-1 inh 3, AGP1 TOR yeast 104, GRK2 aptamer HTS 0, MEP2 TOR yeast 105, VLA-4 inh 4, LAP4 TOR yeast 102, RPL19A TOR yeast 104 and CIT2 TOR yeast 109.
Screening CC(=O)NC(NC(=S)Nc1cccc(Br)c1)C(Cl)(Cl)Cl (stereo unspecified) returned GASC-1 inh 6, AGP1 TOR yeast 103, GRK2 aptamer HTS 2, MEP2 TOR yeast 99, VLA-4 inh 13, LAP4 TOR yeast 103, RPL19A TOR yeast 98 and CIT2 TOR yeast 103.
Screening Cn1c(CN2CCOCC2)nnc1SCC(=O)NCCc1ccccc1 returned GASC-1 inh 1, AGP1 TOR yeast 108, GRK2 aptamer HTS 0, MEP2 TOR yeast 96, VLA-4 inh 18, LAP4 TOR yeast 104, RPL19A TOR yeast 102 and CIT2 TOR yeast 94.

3 entries drawn at random from those above:
Screening COc1ccc(C(=O)c2ccc(N(C)C)cc2)c(OC)c1 returned GASC-1 inh -2, AGP1 TOR yeast 99, GRK2 aptamer HTS 2, MEP2 TOR yeast 98, VLA-4 inh 6, LAP4 TOR yeast 97, RPL19A TOR yeast 98 and CIT2 TOR yeast 103.
For Cc1csc(NC(=O)CCC(=O)c2cccs2)n1 the results were GASC-1 inh 5, AGP1 TOR yeast 104, GRK2 aptamer HTS 0, MEP2 TOR yeast 110, VLA-4 inh 22, LAP4 TOR yeast 102, RPL19A TOR yeast 105 and CIT2 TOR yeast 106.
Screening COC(=O)C1C(c2ccc(OC)cc2)Nc2nnc(C(F)(F)F)n2C1(C)O (stereo unspecified) returned GASC-1 inh 3, AGP1 TOR yeast 95, GRK2 aptamer HTS 0, MEP2 TOR yeast 94, VLA-4 inh -5, LAP4 TOR yeast 96, RPL19A TOR yeast 94 and CIT2 TOR yeast 99.

New compounds follow.
For COc1ccc(N(CC(=O)NC2CCCC2)C(=O)CCC(=O)Nc2cc(C)on2)cc1 the results were GASC-1 inh 5, AGP1 TOR yeast 106, GRK2 aptamer HTS 0, MEP2 TOR yeast 105, VLA-4 inh 30, LAP4 TOR yeast 96, RPL19A TOR yeast 104 and CIT2 TOR yeast 115.
`COCCn1c(=O)[nH]c2cc(C(=O)N3CCN(c4ccccc4OC)CC3)ccc2c1=O` gave GASC-1 inh 15, AGP1 TOR yeast 104, GRK2 aptamer HTS 2, MEP2 TOR yeast 102, VLA-4 inh -18, LAP4 TOR yeast 105, RPL19A TOR yeast 101 and CIT2 TOR yeast 99.
COc1ccc(-n2c(COc3cccc4cccnc34)nnc2SCC(=O)O)cc1 was read as GASC-1 inh -3, AGP1 TOR yeast 92, GRK2 aptamer HTS 0, MEP2 TOR yeast 92, VLA-4 inh 10, LAP4 TOR yeast 109, RPL19A TOR yeast 93 and CIT2 TOR yeast 86.
Screening CCCCCCCCCS(=O)(=O)N/N=C/c1cccc([N+](=O)[O-])c1 returned GASC-1 inh 4, AGP1 TOR yeast 97, GRK2 aptamer HTS 0, MEP2 TOR yeast 102, VLA-4 inh 14, LAP4 TOR yeast 102, RPL19A TOR yeast 99 and CIT2 TOR yeast 95.
`CCN(C(=N)N=C(N)N)c1ccccc1` gave GASC-1 inh 3, AGP1 TOR yeast 29, GRK2 aptamer HTS 0, MEP2 TOR yeast 143, VLA-4 inh -4, LAP4 TOR yeast 89, RPL19A TOR yeast 104 and CIT2 TOR yeast 72.
